# Screens deposited in PubChem BioAssay by several laboratories.
# Yfh1-off respiration: enhancers of respiration in Yfh1-depleted yeast, dose response, Friedreich's ataxia, plus single-dose screen (AID 1465); fold induction at 50 µM, or EC50 in µM where a hit was titrated; S. cerevisiae Yfh1-off respiration, WST-1 reduction, 72 h; higher fold induction means a stronger effect; 0.074% of 220,000 active;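 active = fold induction of absorbance versus untreated yeast above a set limit, then at least 30% activation at any dose in follow-up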;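 also: activators that raise dye reduction in frataxin-depleted yeast; strong numbers were not always called active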
# PMI inhibitors: inhibitors of human PMI, primary screen, biochemical, fluorescence intensity, coupled assay (AID 1209). Mannose-6-phosphate isomerase (Homo sapiens). purified PMI enzyme, coupled fluorescence intensity; higher % means a stronger effect. one-dose inhibition, % at 20 µM; IC50 in µM for titrated hits. 0.42% of 190,000 active;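 also: plate controls were DMSO vehicle for no effect and wells lacking substrate for full effect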
# Dynein transport: inhibitors of GR-EGFP nuclear translocation, primary screen, dynein cargo transport inhibitor project, imaging, high-content, 3617.4 mouse cells. test concentration mostly 20 µM; stimulated with dexamethasone, 1 µM; stronger effect = lower value. z-score, hits read low. 0.47% of 220,000 active. AID 1381, 2008;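 active = plate z-score of nuclear minus cytoplasmic receptor signal below a set negative limit, without overly bright fluorescence or cell loss, cut at about -3.5 in these data, passing the limit was not always enough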;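 also: z-score of nuclear minus cytoplasmic ring GR-EGFP intensity difference per well; some compounds called inactive have numbers as strong as hits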
#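 medium = tetracycline-free induction medium containing charcoal-stripped FBS | also added = 1.0 µM final dexamethasone stimulus | schedule = 48 h induction, 1 h compound, 30 min dex at 37 °C | technique = fixed, Hoechst-stained cells imaged at 10x for EGFP | measure = GR-EGFP nuclear translocation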
# MT stabilizer: microtubule stabilizers in HeLa cells, primary screen, imaging, high-content imaging; HeLa tubulin immunostaining HCS, 24 h; share of cells brighter than vehicle mean+2SD; % tubulin-high responders, % at 10 µM; 0.83% of 200,000 active;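 active = plate Z-score above 3 for both tubulin-high and condensed-nucleus cell shares, with cell loss under 80%, at 10 µM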;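 also: anti alpha tubulin signal scored within the nucleus-defined area of each cell; some results filed as inactive read as strong as hits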
# WT yeast gro inh: growth inhibition of WT strain, primary screen, mitochondrial fusion inhibitor project, WT and mutant strains, chemical genetic | mitochondrial fusion phenotypic screen | inhibition, % at 10 µM | 2.1% of 190,000 active | AID 1362, 2008; in the data active = inhibition above about 58%; tested in S. cerevisiae
# b-catenin transl: modulators of beta-catenin nuclear translocation, primary screen, imaging, HeLa cells, immunofluorescence, high-content. nuclear translocation activity, % at 5 µM. 0.3% of 190,000 active;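 active = nuclear translocation activity above 50% at 5 µM, with a well cell count of 50 or more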;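 also: per-cell ratio of nuclear to cytoplasmic median beta-catenin stain intensity; plate controls were DMSO negative control for no effect and GSK-3 inhibitor IX positive control for full effect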
#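 Read-out: Nuclear/cytoplasmic beta-catenin signal ratio, % activation | Assay system: Human HeLa cell line | Times: 24 h compound exposure at 37°C, 5% CO2 | Signal: Fluorescence imaging of beta-catenin antibody stain plus DAPI | Dosing: 5 µM primary, 0.02–20 µM confirmation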
# human PMI inhibitors: human PMI inhibitors, high substrate, primary screen, biochemical, fluorescence intensity, high mannose 6-phosphate (AID 1220) | 0.66% of 190,000 active | Mannose-6-phosphate isomerase (Homo sapiens) | inhibition, % at 20 µM, or IC50 in µM where a hit was titrated | recombinant PMI enzyme, coupled fluorescence intensity; higher % means a stronger effect
# Insulin prom up: insulin promoter activators in MIN6 cells, imaging, high-content screening, mouse beta cells | MIN6 insulin promoter-GFP reporter; stronger effect = higher value | z-score at 5 µM | 0.3% of 190,000 active;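 active = z-score above 3 at 5 µM with at least 500 cells counted in the well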
# Autophagy mod: autophagy modulators in MEF cells, primary screen, imaging, high-content, MEF GFP-LC3; MEF GFP-LC3 puncta imaging; test concentration mostly 10 µM; calls only at 10 µM (by protocol); 0.98% of 190,000 active;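 active = percentage of spot-positive cells more than 3 SD above its plate mean, without a fluorescence outlier flag or 80% toxicity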;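 also: spot-positive cell cutoff set from DMSO-treated cells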
# WT yeast gro inh mutant strain: second read-out of WT yeast gro inh, no call of its own (marks repeat the call); inhibition, %; mitochondrial fusion phenotypic screen, mutant strain inhibition
# Dynein transport cytoplasmic EGFP: further read-out of Dynein transport, marked with its call; z-score; measured here: cytoplasmic GR-EGFP intensity; stronger effect = higher value
# Dynein transport nuclear GR-EGFP: second read-out of Dynein transport, no call of its own (marks repeat the call); z-score; measured here: nuclear GR-EGFP intensity;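 lower value marks the stronger effect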
# Dynein transport cell count: also measured in Dynein transport; calls as there; z-score; measured here: cell count per field
# Insulin prom up cell count: further read-out of Insulin prom up, marked with its call; cell count; measured here: cytotoxicity, nuclei count;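 total cells summed across four imaged fields per well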
# b-catenin transl cell count 5 µM: second read-out of b-catenin transl, no call of its own (marks repeat the call); cell count; measured here: cell count, cytotoxicity flag
# MT stabilizer Hoechst-high %: also measured in MT stabilizer; calls as there; % Hoechst-high responders; measured here: nuclear condensation Hoechst responders;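 share of cells brighter than vehicle mean plus two SD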
# MT stabilizer cytotoxicity %: further read-out of MT stabilizer, marked with its call; toxicity, %; measured here: cytotoxicity by cell density;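 0% = mean cell density of plate MIN control wells and 100% = no cells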
# Autophagy mod cell loss 18 h: also measured in Autophagy mod; calls as there; toxicity, %; measured here: cell loss, nuclei count;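 cell loss after 18 h compound exposure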
# * hit, by the source's call; i = inactive; / = not tested or not shown; + = active, no number. Rule as the data show it, unless noted: active = inhibition above about 50%; inactive = the rest.
SMILES	Yfh1-off respiration	PMI inhibitors	Dynein transport	Dynein transport cytoplasmic EGFP	Dynein transport nuclear GR-EGFP	Dynein transport cell count	MT stabilizer	MT stabilizer Hoechst-high %	MT stabilizer cytotoxicity %	WT yeast gro inh	WT yeast gro inh mutant strain	b-catenin transl	b-catenin transl cell count 5 µM	human PMI inhibitors	Insulin prom up	Insulin prom up cell count	Autophagy mod	Autophagy mod cell loss 18 h
COc1ccc(/C=N/OCC(=O)N2CC3(C)CC2CC(C)(C)C3)cc1OC (stereo unspecified)	i	6%	-0.39	-0.2	-0.62	0.44	2.7	1.4	5.4	6	17	2.6	1005	12%	0.09	1789	i	5
O=C(c1ccc(F)cc1)N1CCN(C(=O)c2ccc([N+](=O)[O-])cc2)CC1	i	11%	-0.77	-0.29	-0.56	0.42	3.3	2.3	6.7	-3	4	-1.8	1040	14%	-0.45	1372	i	25
CC(=O)Nc1ccc(C(=O)OCC(=O)N(Cc2ccccc2)C(C)(C)C)cc1	i	0%	2.2	-0.097	2	-1.7	52	12	65	-4	1	-3.4	1205	24%	0.69	979	i	-21
O=C(NNC(=S)Nc1ccc(Br)cc1)c1ccc(N2CCOCC2)c([N+](=O)[O-])c1	i	15%	0.58	-0.23	0.43	-0.37	3.0	2.5	6.5	-6	15	-2.3	1101	4%	-1.1	812	i	13
CCOC(=O)c1ccc(NC(=O)NCCN2CCCCC2)cc1	i	9%	-1.2	-0.28	0.14	0.65	2.1	1.8	6.6	1	-13	0.3	1047	3%	0.12	1506	i	-2
O=C(NCc1ccc(F)cc1)C1C2C=CC3(CN(Cc4cccnc4)C(=O)C13)O2 (stereo unspecified)	i	-4%	-0.24	-0.23	-0.01	0.77	2.2	2.1	3.4	-16	-5	-3.6	805	-8%	1	1466	i	6
CCN(CC)S(=O)(=O)c1ccc(N)cc1	i	1%	-0.69	-0.33	-0.14	-0.023	3.2	2.5	4.4	-1	-4	1.0	804	-3%	0.32	1557	i	10
Cc1cc(/C(N)=N/OC(=O)Nc2ccc(Cl)cc2)no1	i	/	0.46	-0.19	0.55	0.29	/	/	/	/	/	1.9	1370	/	0.28	1093	/	/
CC(=O)NC(=S)Nc1ccc(NC(=O)COc2ccc(Cl)cc2)cc1	i	1%	-0.39	0.14	-0.079	-0.2	1.3	1.2	3.4	30	14	-6.2	1179	-2%	/	/	i	-10
O=C1/C(=C\c2ccco2)SC(=S)N1c1ccccc1	i	23%	0.18	-0.059	0.26	-0.92	8.1	1.4	4.3	6	7	2.1	487	51%*	0.38	1172	i	-43
C=CCn1c(SCC(=O)Nc2ccc3c(c2)OCO3)nnc1-c1ccccc1OC	i	-1%	-0.69	-0.17	-0.93	0.71	4.8	2.5	9.8	-11	-1	-2.4	1004	4%	/	/	i	3
COc1ccc(C2=C(O)C(C)N(c3ccccc3)C2=N)cc1OC (stereo unspecified)	i	4%	-0.39	-0.18	0.0055	0.8	3.0	2.8	1.4	7	-6	-2.8	1177	21%	-0.17	1152	i	18
C=CCc1c(C)nc(-c2ccccc2)nc1N/N=C/c1ccccc1	i	11%	-0.25	-0.24	-0.27	0.27	5.3	3.2	6.3	38	36	-1.8	1102	1%	-0.81	1382	i	7
Cc1nc(N)nc(Cl)c1Cc1ccc(Cl)cc1	i	-8%	-1.3	-0.27	-0.62	0.71	2.6	1.3	6.7	-14	-4	4.5	1065	-4%	1.2	1263	i	29
CCOC(=O)c1[nH]c2ccc(OC)cc2c1NC(=O)CCN1CCCC(C)C1 (stereo unspecified)	i	-5%	-0.3	-0.12	-0.059	0.89	1.6	4.2	10	-7	-6	-1.5	1154	-3%	-0.78	1270	i	-5
COc1ccc(C(CNC(=O)Cc2cc(OC)c(OC)c(OC)c2)N2CCCC2)cc1 (stereo unspecified)	i	10%	-0.53	-0.38	-0.22	-1.1	2.4	3.0	11	/	/	-3.5	992	21%	0.16	833	i	3
Cc1ccc(-c2cn3cccnc3n2)cc1	i	-36%	-0.12	-0.18	0.066	0.65	2.8	1.9	4.9	-4	-1	-2.2	1002	-45%	/	/	i	3
CCn1c(NC(=O)c2ccc(F)cc2)c2ccccc2nc1=O	i	11%	/	/	/	/	4.1	3.5	9.7	58*	10*	2.6	817	13%	0.29	1885	i	1
CC(=O)c1cccc(NC(=O)CCS(=O)(=O)c2cccc3nonc23)c1	i	6%	0.025	-0.19	0.51	0.8	6.0	2.1	1.1	5	-7	-0.4	1013	5%	0.45	1312	i	-12
CC(C)(C)S(=O)(=O)c1cnc2c(-c3ccc(F)cc3)cnn2c1N	i	9%	0.22	-0.18	0.83	-0.31	2.7	3.0	5.0	-4	-5	1.1	1384	5%	-0.24	1608	i	-18
CCOC(=O)N1CCN(C(=O)c2ccccc2NC(=O)c2ccc(Br)cc2)CC1	i	6%	-0.45	-0.29	-0.44	0.6	3.3	2.2	2.8	-10	6	0.6	932	-8%	/	/	i	-3
CN1c2ccsc2C(O)=C(C(=S)Nc2ccccc2)S1(=O)=O	i	20%	-1	-0.12	-0.33	0.42	1.7	1.9	5.7	-18	-5	-1.4	1160	11%	0.2	781	i	-1
O=C1CN(C(=O)COC(=O)c2cccc(OCc3ccccc3)c2)c2ccccc2N1	i	29%	0.72	-0.083	0.65	-1	5.9	1.5	11	-3	0	-1.7	1125	20%	0.42	1563	i	2
CCc1ccc(OCCNC(=O)OCc2ccccc2)cc1	i	8%	-0.18	-0.28	-0.48	0.54	2.4	2.8	8.0	30	20	-0.7	971	15%	-0.43	1160	i	-5
N#Cc1cccc(NC(=O)c2nc(-c3ccccc3)n(-c3ccccc3)n2)c1	i	8%	0.077	-0.26	0.22	-0.39	2.7	1.2	9.0	10	17	-6.4	1049	5%	-1	1134	i	22
CC(=O)c1cccc(N(C(=O)CNC(=O)c2ccco2)C(C(=O)NC2CCCC2)c2ccc(C)o2)c1 (stereo unspecified)	i	7%	-0.31	-0.18	-0.034	0.28	2.3	3.2	6.2	-1	12	0.1	1566	5%	-0.41	1683	i	1
O=C(c1cc2c(s1)CCCCC2)N1CCN(c2ncccn2)CC1	i	1%	0.95	-0.2	-0.24	0.14	2.8	1.3	9.8	9	4	-3.1	1244	-3%	0.55	1316	i	-4
CCOc1cc(/C=C2\SC(=S)N(N3CCOCC3)C2=O)ccc1O	i	/	-0.74	-0.2	0.34	-0.45	/	/	/	/	/	0.0	1256	/	-0.39	1133	/	/
O=C(Nc1ccc(Cl)c(C(F)(F)F)c1)NC1CC2CCCC(C1)N2C1CC1 (stereo unspecified)	i	/	0.76	-0.082	0.73	-1.2	2.3	1.6	6.2	/	/	/	/	/	/	/	+	-0.4*
Cn1c(=O)c(C(=O)CSc2nnc(Nc3ccccc3)s2)c(N)n(Cc2ccccc2)c1=O	i	-7%	1.9	-0.13	2.2	-1.3	3.5	1.5	7.3	-12	4	-1.9	1227	-11%	/	/	i	-10
O=C(CCSCc1ccccc1Cl)NC1CCCCC1	i	5%	1.8	-0.2	0.44	-0.14	5.0	1.5	8.7	21	8	0.7	1060	13%	0.27	1169	i	16
Cc1ccc(NC(=O)NC2(C(=O)NCc3ccco3)CCCCC2)cc1	i	19%	-0.17	-0.2	-0.16	0.53	3.4	1.3	7.2	-10	-2	-6.3	1145	8%	0.46	1225	i	-4
CCN(CCn1cccn1)C(=O)CC1C(=O)NCCN1Cc1ccc(OC)c(OC)c1 (stereo unspecified)	i	/	0.077	-0.24	-0.085	-0.14	2.2	1.7	4.7	22	-3	0.4	1530	/	-0.49	1010	+	-2.7*
CCOC(=O)c1[nH]nc2c1C(=O)N(Cc1ccccc1)C2=O	i	6%	-0.63	-0.22	-0.018	0.2	3.0	1.8	1.4	-16	-11	1.8	1352	2%	0.53	1500	/	/
C=CCNC(=S)N/N=C(\C)c1ccc(-n2ccnc2)cc1	i	3%	0.12	-0.032	0.16	0.33	4.1	2.2	2.7	9	-6	-0.6	1102	1%	-1.1	1187	i	-12
CCOC(=O)c1c(NC(=O)CN2CCN(C(=O)c3ccco3)CC2)sc2c1CCCC2	/	15%	2.1	-0.26	1.1	-0.089	3.6	2.5	9.0	66*	8.3*	-1.6	1123	15%	-1	611	i	13

# In the list so far, these have a nitro group on carbon.
SMILES	Yfh1-off respiration	PMI inhibitors	Dynein transport	Dynein transport cytoplasmic EGFP	Dynein transport nuclear GR-EGFP	Dynein transport cell count	MT stabilizer	MT stabilizer Hoechst-high %	MT stabilizer cytotoxicity %	WT yeast gro inh	WT yeast gro inh mutant strain	b-catenin transl	b-catenin transl cell count 5 µM	human PMI inhibitors	Insulin prom up	Insulin prom up cell count	Autophagy mod	Autophagy mod cell loss 18 h
O=C(c1ccc(F)cc1)N1CCN(C(=O)c2ccc([N+](=O)[O-])cc2)CC1	i	11%	-0.77	-0.29	-0.56	0.42	3.3	2.3	6.7	-3	4	-1.8	1040	14%	-0.45	1372	i	25
O=C(NNC(=S)Nc1ccc(Br)cc1)c1ccc(N2CCOCC2)c([N+](=O)[O-])c1	i	15%	0.58	-0.23	0.43	-0.37	3.0	2.5	6.5	-6	15	-2.3	1101	4%	-1.1	812	i	13
